# 14-3-3 PPI: modulators of human 14-3-3 gamma - Raf peptide interaction; AID 422; hit rate 0.19% among 160,000; inhibition, % at 40 µM; FP, 14-3-3gamma / TMR-pS259-Raf peptide binding; P61981; in the data active = inhibition above about 30%;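 note: 0% = protein plus tracer without compound and 100% = blank with tracer alone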
# Target sequence (P61981 whole entry, looked up): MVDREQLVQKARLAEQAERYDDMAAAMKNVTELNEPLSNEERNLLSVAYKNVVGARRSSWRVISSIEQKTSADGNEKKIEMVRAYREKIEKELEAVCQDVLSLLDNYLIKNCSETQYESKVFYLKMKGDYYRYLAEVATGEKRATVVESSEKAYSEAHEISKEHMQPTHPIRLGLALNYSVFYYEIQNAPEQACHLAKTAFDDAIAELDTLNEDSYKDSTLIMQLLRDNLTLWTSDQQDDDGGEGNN
# * marks the source's active call; other numbers are inactive results; & = joins results of further samples. This is a subset; count on the stated rates, not on these rows.
SMILES,14-3-3 PPI
COc1cc(OC)cc(-n2nc(C(=O)N3CCCC(C)C3)c3ccccc3c2=O)c1 (centres undefined),-5
Cc1nc2c(C(=O)NCc3ccc(Cl)cc3)cnn2c(C)c1Cc1cccc(Br)c1,5
O=C(NCCc1ccccc1)C(=O)N1CCCC1,-10
O=C(Nc1cccc(C(F)(F)F)c1)c1ccc(F)c(S(=O)(=O)N2CCN(c3ccc(F)cc3)CC2)c1,-3
COc1ccc(C2(CNC(=O)CCC(=O)O)CCCC2)cc1,-12
Cc1ccc(CNC(=O)c2ccc3nc4ccc(Cl)cc4c(=O)n3c2)o1,4
COc1ccc(C(=O)N(CC(=O)NC(C)(C)C)c2ccc3c(c2)OCCO3)cc1OC,-7
Cc1ccc2nc(N3CCC(C(=O)NC4CCCC4)CC3)[nH]c2c1,3
COc1cc(C2Nc3ccccc3-c3nnc(SC)nc3O2)ccc1OCC(=O)O (centres undefined),-3
CCc1ccc2nc(N3CCC(C(=O)NCCCN4CCCC(C)C4)CC3)sc2c1 (centres undefined),-16
N#CC1(c2nc3ccccc3[nH]2)CC1c1ccc2c(c1)OCO2 (centres undefined),-2
COC(=O)c1c(NC(=O)COc2cccc(Br)c2)sc2c1C(C(=O)OC)CC2 (centres undefined),-9
O=C(CSc1nc2c(c(=O)n1-c1ccc(Br)cc1)SCC2)c1ccccc1,-2
CCCCN(C)C(=O)C1c2cc(OC)c(OC)cc2C(=O)N(C)C1c1ccccc1F (centres undefined),-3
Cc1c(Nc2ccc([N+](=O)[O-])ccc2=O)c(=O)n(-c2ccccc2)n1C,-9
COC(=O)c1ccc2c(=O)[nH]c3c(C(=O)N4CCCCC4)sc(=S)n3c2c1,-1
Cc1sc(NC(=O)c2ccccc2C(=O)O)c(C#N)c1C,-32
Cc1nnc(NC(=O)c2cccc(C(=O)O)c2)s1,3
CNC(=O)CSc1nnc(-c2ccncc2)n1Cc1ccccc1,-1
COc1ccc(C2C3=C(Nc4ncnn42)c2cc(Cl)ccc2OC3c2cccs2)cc1 (centres undefined),-39
Oc1c(/C=N/c2ncn[nH]2)ccc2ccccc12,17
CCOC(=O)N1CCC(Nc2cccc(SC)c2)CC1,1
Cc1ccc(CCNC(=O)c2ccc(CSCc3ccccc3C)o2)cc1,-5
O=C(c1cnn2c1NC(c1ccco1)CC2C(F)(F)F)N1CCN(c2cccc(Cl)c2)CC1 (centres undefined),0
Cc1ccc2nc(NC3=NCN(CCc4ccccc4)CN3)nc(C)c2c1,-3
O=C1C2CCCCC2C(=O)N1c1ccc(N2CCCCCCC2)c([N+](=O)[O-])c1 (centres undefined),-6
CCCC(=O)Nc1nc2c(OC)ccc(OC)c2s1,-6
CSc1cccc(NC(=O)C2CCN(S(=O)(=O)c3ccccc3)CC2)c1,-4
O=C(CCN1C(=O)C2C3C=CC(C3)C2C1=O)N1CC(=O)N(CCc2ccccc2)C(=O)C1 (centres undefined),0&-9
Cc1ccccc1-c1nc(CS(=O)(=O)CC(=O)N2CCc3ccccc32)c(C)o1,-9
COc1ccccc1NC(=O)CN1CCN(c2ccccc2F)CC1,-8
COc1ccc(-c2cc(C(F)(F)F)n3nc(C(=O)NCc4ccccc4)cc3n2)cc1OC,-4
Cc1nc2sccn2c(=O)c1CCN1CCC(=C(c2ccc(F)cc2)c2ccc(F)cc2)CC1,-8&1
COC(=O)C1=NNC2(C)C(=O)N(c3ccc(C)c(C)c3)C(=O)C12 (centres undefined),7
COc1ccc(NC(=O)CSCc2ccc(F)cc2)c(OC)c1,-2
CNC(=O)[C@H]1O[C@@H](n2cnc3c(N)ncnc32)C(O)[C@H]1O (some centres undefined),-5
O=C(Cn1ncn2c(cc3ccccc32)c1=O)NCc1ccco1,-19
Cc1cccc2cc(CN(Cc3ccco3)C(c3nnnn3CCc3ccccc3)C(C)C)c(=O)[nH]c12 (centres undefined),-9
Cc1ccc(C2=NN(C(=O)c3cccnc3)C(O)(C(F)(F)F)C2)cc1 (centres undefined),8
COc1cc(C(=O)n2nc(C)c(Sc3ccccc3[N+](=O)[O-])c2C)cc(OC)c1OC,-2

# Reprinted at random: four entries already listed
SMILES,14-3-3 PPI
CSc1cccc(NC(=O)C2CCN(S(=O)(=O)c3ccccc3)CC2)c1,-4
COC(=O)C1=NNC2(C)C(=O)N(c3ccc(C)c(C)c3)C(=O)C12 (centres undefined),7
COC(=O)c1ccc2c(=O)[nH]c3c(C(=O)N4CCCCC4)sc(=S)n3c2c1,-1
COc1ccc(C(=O)N(CC(=O)NC(C)(C)C)c2ccc3c(c2)OCCO3)cc1OC,-7

# 6 compounds out of the list, ordered by SMILES length, highest first:
SMILES,14-3-3 PPI
COc1cc(C(=O)n2nc(C)c(Sc3ccccc3[N+](=O)[O-])c2C)cc(OC)c1OC,-2
Cc1nc2sccn2c(=O)c1CCN1CCC(=C(c2ccc(F)cc2)c2ccc(F)cc2)CC1,-8&1
COc1ccc(-c2cc(C(F)(F)F)n3nc(C(=O)NCc4ccccc4)cc3n2)cc1OC,-4
CNC(=O)[C@H]1O[C@@H](n2cnc3c(N)ncnc32)C(O)[C@H]1O (some centres undefined),-5
O=C(Cn1ncn2c(cc3ccccc32)c1=O)NCc1ccco1,-19
COc1ccc(NC(=O)CSCc2ccc(F)cc2)c(OC)c1,-2

# The listing continues:
SMILES,14-3-3 PPI
CCCN1Cc2cccc(C(=O)NCc3ccc(OC)cc3)c2C1=O,-10
Cc1nc2scc(-c3cccs3)c2c(=O)n1-n1cccc1,-8
COc1ccc(/C(O)=C2/C(=O)C(=O)N(CCCN(C)C)C2c2cccc(Cl)c2)cc1OC (centres undefined),6
O=C(CN1CCCN(S(=O)(=O)c2ccc(Br)s2)CC1)Nc1ccc(Cl)cc1,-1
O=C1CN(C(=O)c2ccc(S(=O)(=O)N3CCCC3)cc2)C(c2ccccc2)c2cc(Br)ccc2N1 (centres undefined),-7
CN=C(Nc1cc(C)nn1CCC#N)c1ccccc1F,-1
Cc1cc2ccccc2c(=O)n1CC(=O)NCC(=O)Nc1ccc(C(F)(F)F)cc1,-1
c1coc(-c2nnc(NC3=NCCC3)o2)c1,9
O=C1C2CC=CCC2C(=O)N1c1cc(Cl)ccc1O (centres undefined),-7
O=C(CSc1nnc(-c2ccc(Cl)cc2)n1Cc1ccco1)c1cccs1,-19
Cn1c(=O)c2[nH]c(-c3ccc(S(=O)(=O)O)cc3)nc2n(C)c1=O,-6
c1ccc(CN2CCN(c3nc(-c4ccccn4)nc4ccccc34)CC2)cc1,-3
COC(=O)c1nnn(-c2nonc2N)c1CSc1nc2ccccc2s1,-4
CC1=C(C(=O)OCCOC(C)C)C(c2cccc(O)c2)C2=C(CCCC2=O)N1 (centres undefined),-2
Cc1sc2ncn(CC(=O)N3CCCC3=O)c(=O)c2c1C,0
CC(=O)c1ccc(N2CCN(C(=O)COc3ccc(F)cc3)CC2)c(F)c1,-4
CC1CCCN(Cc2nc3c(c(=O)n(C)c(=O)n3C)n2CC(N)=O)C1 (centres undefined),-3
CCCCN(C)c1nc(-c2ccco2)c2c(c1C#N)CC(C)(C)OC2,-19
Cc1ccc(-c2ccc(CCC(=O)O)n2-c2ccc(C)cc2)cc1,-11
COc1ccc(N2CCN(S(=O)(=O)c3ccc(F)cc3)CC2)cc1,-4
Cc1ccccc1Nc1ncnc2c1cnn2-c1ccc(Cl)cc1,11
N#Cc1ccccc1NC(=O)COC(=O)CSc1nc2ccccc2o1,-3&-48
CCN1CCN(c2nc(-c3ccccc3F)nc3ccccc23)CC1,-2
Cc1cc(Oc2coc3cc(OCC(=O)OCC(C)C)ccc3c2=O)cc(C)c1Cl,-37
CC(C)(C)NC(=O)Cn1c(=O)oc2cc(S(=O)(=O)N3CCc4ccccc43)ccc21,-1
COc1ccc(NC(=O)c2ccco2)c([N+](=O)[O-])c1,-16
Cn1c(-c2ccc(F)cc2)cnc1SCC(=O)N1CCCCC1,-7
COc1ccc(Br)cc1CNC(=O)C1CCN(S(=O)(=O)N2CCCCC2)CC1,-5&-5
CSC1=NCCN1C(=O)c1c(-c2ccccc2Cl)noc1C,0
O=C(CSc1nnc(-c2ccncc2)n1Cc1ccco1)c1ccc(Cl)cc1,-12
CN1CCN(c2nc3ccccc3nc2C(C#N)C(=O)OC2CCCCC2)CC1 (centres undefined),-6
COCCNC(=O)Cn1cc2c(n1)CCC(C)C2 (centres undefined),-3
CCC(C)n1c(=O)[nH]c2c1c(=O)n(C)c(=O)n2C (centres undefined),2
COc1ccc(S(=O)(=O)Cc2ccc(C(=O)NCCc3ccc(S(N)(=O)=O)cc3)o2)cc1,-5
CCN(CC)S(=O)(=O)c1ccc(C(=O)Nc2ncc(S(=O)(=O)c3ccc([N+](=O)[O-])cc3)s2)cc1,19
Cn1c(=O)c2c(SCc3cccc(C(F)(F)F)c3)nc(-c3ccc([N+](=O)[O-])cc3)nc2n(C)c1=O,-2
COc1ccccc1-c1nnc(-c2sc3cc(Cl)ccc3c2Cl)o1,-11
N#Cc1cc(Sc2ccccn2)c(Sc2ccccn2)cc1C#N,-14
Cc1nn(-c2nc(-c3ccco3)cc(C(F)(F)F)n2)c(C)c1[N+](=O)[O-],-6
C=CCn1c(SCc2ccccc2F)nnc1-c1cccc([N+](=O)[O-])c1,-5
Nc1c(C(=O)c2cccs2)sc2nc3c(c(-c4ccco4)c12)CCC3,-120
O=C1C2C3CC(C(Br)C3Br)C2C(=O)N1c1cccc(O)c1 (centres undefined),2
CCCCc1ccc(Nc2nc(CC(C)=O)ns2)cc1,-4
COCCN(CCOC)S(=O)(=O)c1ccc(C(=O)Nc2nnc(C3CC3)o2)cc1,-3
COc1cc(OC)c(C2C3=C(CCCC3=O)Nc3nc(SC)nn32)cc1OC (centres undefined),3
c1cc(-c2nnc(-c3ccncc3)o2)ccn1,2
N#CCSc1nc2c(c(=O)n1-c1ccccc1)C1(CCCCC1)Cc1ccccc1-2,-80
CC(CCc1ccccc1)NC(=O)C1CCCN(c2nnc(-n3cccc3)s2)C1 (centres undefined),-6
COc1ccc(C=NCCC2(O)CC(C)N(C)CC2C)cc1 (centres undefined),8
C=CCN(C(C)=O)c1nc(C)c(Cl)c(OC)n1,-5

# In the list so far, these have a tert-butyl group:
SMILES,14-3-3 PPI
COc1ccc(C(=O)N(CC(=O)NC(C)(C)C)c2ccc3c(c2)OCCO3)cc1OC,-7
CC(C)(C)NC(=O)Cn1c(=O)oc2cc(S(=O)(=O)N3CCc4ccccc43)ccc21,-1

# (list continues)
SMILES,14-3-3 PPI
CN1CCN(Cc2c(O)ccc3c(=O)c(Oc4ccccc4Br)c(C(F)(F)F)oc23)CC1,2
Cc1cccc(C)c1Nc1c(-c2ccc(O)cc2)nc2cnccn12,1
CCc1ccc(Nc2cc(C(=O)NC3CCCC3)c3ccccc3n2)cc1,-231
CCc1c(-c2n[nH]c(=S)n2CC)csc1C,-6
COC(=O)c1cccc(NC(=O)COc2ccc(Br)cc2)c1,1
CC(C)N1CCN(S(=O)(=O)c2ccccc2[N+](=O)[O-])CC1,-3
Cc1nn(CC(=O)O)c2ccccc12,-1
Cc1ccc(C=Nc2cc(S(=O)(=O)c3ccc(O)c(N=Cc4ccc(C)o4)c3)ccc2O)o1,-119
O=C(CCn1c(=S)[nH]c2cc3c(cc2c1=O)OCO3)NC1CC1,-1
COc1ccc(Oc2coc3cc(OCC(=O)O)ccc3c2=O)cc1,-8
O=C(O)CNc1ncnc2nc[nH]c12,-21
COc1cc(NC(=O)CN2CCN(c3ccccn3)CC2)cc(OC)c1,-3
N=c1oc2ccccc2cc1-c1nc2ccccc2c(=O)[nH]1,-52&-85
COc1ccc(NC(=O)CN2CCN(c3ccc(F)cc3)CC2)cc1Cl,1
CC(=O)c1nnn(-c2cccc([N+](=O)[O-])c2)c1C,4
COc1ccc(-c2cn3cccc(C)c3n2)cc1F,-5
COc1ccc(CC(=O)N2N=C3CCC(C)CC3C2(O)C(F)(F)F)cc1 (centres undefined),-8
Cc1cc(OCC(=O)Nc2ccc(-c3nc4ccccc4s3)c(O)c2)ccc1Cl,-81
COC(=O)[C@@H](NC(=O)NCc1cccc(OC)c1)C(C)C,8
CCOC(=O)CCNCc1ccc(F)cc1,-4
CC(=O)N1CCN(Cc2nc3cc(NS(C)(=O)=O)ccc3n2C)CC1,0
CC1CCCN(C(=O)Cn2cnc3sc4c(c3c2=O)CCCC4)C1 (centres undefined),-7
COc1ccccc1C(=O)CN1CCN(S(=O)(=O)c2cc(Cl)ccc2OC)CC1,3
Brc1cccc(Oc2ccccc2)c1,-2
Cn1c(SCC(=O)Nc2ccc3c(c2)OCO3)nnc1-c1cnccn1,0
CCOC(=O)C(C)(C(=O)OCC)c1ccc(C#N)c(C#N)c1,3
Cc1cccc(-c2noc(COc3ccc(Br)cc3C)n2)c1,1
O=c1oc(-c2cccc3ccccc23)nc2sc3c(c12)CCCC3,1
CSCCC(NC(=O)c1ccco1)C(=O)O (centres undefined),12&-16
Cn1c(C(=O)Nc2ccc3c(c2)OCCO3)cc2c(=O)n(C)c3ccccc3c21,-3
Cc1ccc(N2C(=O)CC(SCC(=O)Nc3ccccc3)C2=O)cc1 (centres undefined),-6
CC1=NS(=O)(=O)c2ccccc2N1Cc1cccc(F)c1,6
Cc1ccc(NC(=O)CN2CCCCCC2)c(Br)c1,10
CCS(=O)(=O)NCc1ccc2c(c1)cc(C)n2C,-3
CC1=CC(C)(C)N(C(=O)Nc2cccc([N+](=O)[O-])c2)c2cc(C)c(C)cc21,3
Cc1ccccc1Nc1c(-c2ccc(O)cc2)nc2c(C)cccn12,-2
CCCCc1nccn1CCn1ccnc1CCCC,8&-4
CCSc1oc(-c2ccc(C)cc2)nc1S(=O)(=O)c1ccc(F)cc1,-16
O=C(CCCCn1c(=O)[nH]c2ccccc2c1=O)Nc1ccc(F)cc1,-11
CCCCOC(=O)c1cc(-c2ccc(OC)cc2)nc2ccc(Br)cc12,2
COc1ccc(CC(=O)Nc2nc(C)cs2)cc1OC,-2
Cc1ccc(OCC(O)CN2CCCC2)cc1 (centres undefined),-4
O=C(Nc1cc([N+](=O)[O-])ccc1C(=O)NCCc1ccccc1)c1ccccc1,11
Cc1nc2sc(C(c3ccco3)N3CCOCC3)c(O)n2n1 (centres undefined),5&-8
